TDP43 rescue – qHTS of TDP-43 Inhibitors; TDP-43 expressing yeast growth rescue, BacTiter-Glo, 24 h; Potency, µM (highest dose often 46.1 µM), for inactives: at the top dose growth rescue (activation), hits mostly activators; 410,000 compounds, 1.8% hits; AID 652104, 2013; further: potency means the concentration at half of the fitted maximal effect; % of control where 0% means no effect; nearly all actives have a fitted effect of over 50% in size
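Readout is BacTiter-Glo luminescence of cell growth, so inhibitors register as activators. TDP-43-expressing yeast at OD600=0.02 in galactose medium, after raffinose pregrowth to mid-log, were incubated with compound for 24 hr at 30 deg C.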
GLP-1R inv ag – qHTS of GLP-1 Receptor Inverse Agonists (Inhibition Mode); Glucagon-like peptide 1 receptor (Homo sapiens), P43220; HEK293 GLP-1R CRE-luciferase, luminescence, 24 h; GLP-1R form is constitutively active; Potency, µM (series often up to 38.3 µM), inactives show top-dose activity change, negative = inhibition, most hits filed as inhibitors; 410,000 compounds, 1.6% hits; AID 624417, 2012; further: potency means the concentration at half of the fitted maximal effect; on the % scale 0 is the no-effect control and ±100 the full control effect; nearly all actives have a fitted effect of over 55% in size
Target sequence (P43220 whole entry, looked up): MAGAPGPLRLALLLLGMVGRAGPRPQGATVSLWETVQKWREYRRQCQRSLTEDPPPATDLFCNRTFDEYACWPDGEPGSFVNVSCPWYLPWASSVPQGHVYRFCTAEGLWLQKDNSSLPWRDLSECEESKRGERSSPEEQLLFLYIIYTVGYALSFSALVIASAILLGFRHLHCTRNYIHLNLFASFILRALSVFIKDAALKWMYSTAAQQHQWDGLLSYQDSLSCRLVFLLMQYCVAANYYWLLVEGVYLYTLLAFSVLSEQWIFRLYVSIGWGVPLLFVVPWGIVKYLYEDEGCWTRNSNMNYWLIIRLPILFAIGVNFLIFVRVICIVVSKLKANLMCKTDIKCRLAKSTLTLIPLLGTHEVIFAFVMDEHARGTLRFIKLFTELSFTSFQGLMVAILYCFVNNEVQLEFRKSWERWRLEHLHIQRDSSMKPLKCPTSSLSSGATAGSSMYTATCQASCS
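Constitutively active GLP-1R drives a cAMP-responsive luciferase in stably transfected HEK293 cells; test compounds are added after overnight (12 h) attachment and left 24 hr, and signal loss in luminescence marks inhibition.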
PTHR1 ag – qHTS for PTHR1 Agonists: Primary Screen. 410,000 compounds, 0.075% hits. HEK293 GP2 PTHR1 cells, GloSensor cAMP luminescence, 1 h. Potency, µM (doses to about 115 µM), without a hit: at the highest dose activation, actives largely listed as activators; further: potency means the concentration at half of the fitted maximal effect; nearly all actives have a fitted effect of over 55% in size; some results filed as inactive show a strong effect at the top dose; inactives centre near -15; many of its hits are not listed in these tables
Target sequence (Q03431 whole entry, looked up): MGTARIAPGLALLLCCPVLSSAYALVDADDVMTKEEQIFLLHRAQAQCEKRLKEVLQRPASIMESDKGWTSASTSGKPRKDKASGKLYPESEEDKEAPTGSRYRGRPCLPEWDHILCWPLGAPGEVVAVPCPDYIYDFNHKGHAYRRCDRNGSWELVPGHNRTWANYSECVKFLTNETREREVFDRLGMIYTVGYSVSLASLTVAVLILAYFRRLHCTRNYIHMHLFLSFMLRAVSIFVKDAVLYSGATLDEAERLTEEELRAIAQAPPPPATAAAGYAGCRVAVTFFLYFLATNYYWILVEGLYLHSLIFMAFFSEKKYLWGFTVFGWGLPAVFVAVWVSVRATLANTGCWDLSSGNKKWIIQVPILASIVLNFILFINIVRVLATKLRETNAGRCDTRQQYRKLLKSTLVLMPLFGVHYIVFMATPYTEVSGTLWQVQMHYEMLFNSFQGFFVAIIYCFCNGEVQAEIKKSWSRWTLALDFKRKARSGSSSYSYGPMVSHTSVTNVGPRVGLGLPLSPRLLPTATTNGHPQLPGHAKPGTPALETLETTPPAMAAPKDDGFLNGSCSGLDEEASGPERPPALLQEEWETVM
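HEK-293-derived GP2 cells expressing PTHR1 and a GloSensor cAMP reporter, 3,000/well, plated overnight, given luciferin plus IBMX (each 0.5 mM as added) for 1 h at 37 °C, then compound for 1 h at 37 °C. Luminescence was read after 15 min at room temperature.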
aSyn rescue – qHTS of alpha-syn Inhibitors. Yeast expressing alpha-synuclein, growth rescue, BacTiter-Glo, 24 h. Potency, µM (doses to about 46.1 µM), for the others: at the top dose growth rescue (activation), usual class: activators. 370,000 compounds, 0.14% hits. AID 652106, 2013; further: potency means the concentration at half of the fitted maximal effect; % of control where 0% means no effect; nearly all actives have a fitted effect of over 65% in size
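Readout is rescue of growth in alpha-synuclein-expressing yeast, so inhibitors of toxicity appear as activators. Growth after 24 hr at 30 deg C in galactose medium is quantified by luminescence.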
HEK293 tox – qHTS of GLP-1 Receptor Inverse Agonists: Cytotox Screen. HEK293 cAMP-luciferase reporter cells, luminescence, 24 h. Potency, µM (top dose mostly 38.3 µM), inactives show at the top dose activity change, negative = inhibition, most hits filed as inhibitors. 410,000 compounds, 0.13% hits. AID 624418, 2012;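 further: loss of luciferase light is scored as toxicity; potency means the concentration at half of the fitted maximal effect; on the % scale 0 is the no-effect control and ±100 the full control effect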
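A 23 nL compound transfer followed 12 hours of cell culture at 37 deg C; exposure then lasted 24 hr. Luciferase assay detection reagent was dispensed and plates read for luminescence after a 12 min room-temperature wait.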
FUS yeast rescue – qHTS for Suppressors of FUS Proteinopathy: Primary screen using FUS-linked yeast assay; Potency, µM (doses to about 76.6 µM), for the others: at the highest dose growth rescue (activation), actives largely listed as activators; 390,000 compounds, 0.24% hits; S. cerevisiae FUS-expressing, growth rescue, OD600, 24 h;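 further: potency means the concentration at half of the fitted maximal effect; plate controls were DMSO vehicle for no effect and reference control for full effect; nearly all actives have a fitted effect of over 55% in size; some results filed as inactive show a strong effect at the top dose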
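Read-out: OD at 600 nm after 24hr at 30C, reporting rescue of FUS-induced yeast toxicity. Cells at OD 0.005 in galactose (2%) minimal medium; compounds tested in a dilution series; CP55940 titration from 92uM final as control.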
pAkt inh – HTS Assay for Inhibitors of Akt Phophorylation: Primary Screen. Neuro2A IGF-stimulated pAkt S473 HTRF, 20 min; hits give low values. activity change, % for hits at 50 µM. 360,000 compounds, 0.32% hits. AID 651550, 2012; in the data active means activity change below about -80%; inconclusive means mostly about -51% to -80%; further: on the % scale 0 is the no-effect control and ±100 the full control effect
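Neuro2A cells in DMEM with 0.5% FBS, overnight at 37 deg C, given compound at single 50 µM final, then IGF (6 nM final) for 20 min at 37 deg C. Lysed; phospho-Akt Ser473 by HTRF after 24 h, 665/615 ratio.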
Abeta rescue – qHTS for compounds that reverse cellular toxicity of Amyloid beta (A-beta) peptide in yeast: Primary Screen | AID 1347071, 2019 | 410,000 compounds, 0.063% hits | Potency, µM (top dose mostly 46.1 µM), for the others: top-dose growth rescue, usual class: activators | yeast expressing A-beta42, growth rescue, OD600, 48 h; response scale: 0% DMSO, 100% iron-clioquinol control; further: potency means the concentration at half of the fitted maximal effect; nearly all actives have a fitted effect of over 55% in size
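Yeast A-beta toxicity model in growth medium with pinned compounds, 48 h at 30 C; growth read as absorbance at 600 nm. Normalized to FeCl3/clioquinol equimolar mix (positive) and DMSO (negative).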
MmCpn inh – Inhibitors of TCP-1 ring complex (TRiC) of Methanococcus maripaludis (MmCpn): qHTS | Chaperonin Mm-Cpn (Methanococcus maripaludis) | purified Mm-Cpn ATPase, ADP Transcreener TR-FRET | Potency, µM (top dose mostly 76.9 µM), inactives show top-dose activity, negative = inhibition, hits mostly inhibitors | 330,000 compounds, 0.031% hits | AID 504842, 2011; further: potency means the concentration at half of the fitted maximal effect; on the % scale 0 is the no-effect control and ±100 the full control effect; nearly all actives have a fitted effect of over 80% in size
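Purified archaeal Mm-CPN (25nM final) preincubated 10 min at 37degC with compound, then 10uM ATP for 30 min at 37degC; ADP measured by HTRF Transcreener TR-FRET; buffer 30 mM TRIS pH 7.4, 100mM KCl, 5mM MgCl2, 1mM DTT.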
Starred values were filed as active, the others as inactive; i = inactive; ? = inconclusive; . = not tested or not shown; [ ] = another dose, or the depositor's remark. Unless noted, the call rests on the fitted dose curve; in most records, active means well fitted curve in the direction sought with a large enough effect; inconclusive means small, poorly fitted or top-dose-only effect, or another doubt; inactive means no such curve, though single readings can be large; an effect the other way counts as inactive or inconclusive. Not all compounds are listed; the hit share may differ from the screen's.

SMILES	MmCpn inh	GLP-1R inv ag	TDP43 rescue	aSyn rescue	Abeta rescue	HEK293 tox	PTHR1 ag	FUS yeast rescue	pAkt inh
CCn1c2ccccc2c2nc3ccccc3nc21	-2%	0%	10µM*	-5%	-35%[inhibitor]	37%[activator]	-5%[57.5 µM]	8%	i
COc1ccc2[nH]c(C(=O)N3CCC(CO)(Cc4cccc(C(F)(F)F)c4)CC3)c(C)c2c1	-1%	?	?	?	-19%	-30%	-46%[inhibitor]	?	i
COc1ccc(OCC(O)CNC(=O)Nc2ccc(C(C)(C)C)cc2)cc1 (stereo not drawn)	1%	?	-12%	-20%	-5%	1%	-37%[inhibitor]	12%	i
COc1ccc(S(=O)(=O)N2CCCCC2)cc1NC(=O)CCNC(=O)c1ccccc1Cl	-1%	-6%	-1%	-9%	-21%	-21%	-43%[inhibitor]	-18%	i
O=C(N/N=C/C=C/c1ccccc1)c1cc2c(ccc3ccccc32)o1	-1%	-8%	-10%	-1%	7%	7%	?	15%	i
CCCCn1c(N)c(N(CCC(C)C)C(=O)c2cccc(-n3cnnn3)c2)c(=O)[nH]c1=O	1%	?	-13%	-5%	-5%	-5%	-7%	20%	i
CCCc1ccc(S(=O)(=O)N2CCN(C(C)C(=O)NCc3ccc(OC)cc3)CC2)cc1 (stereo not drawn)	-2%	10µM*	11%	5%	13%	-6%	-63%[inhibitor]	24%	i
CCOc1ccc2cc(C#N)c(SCC(=O)N3CCC(C)CC3)nc2c1	0%	7%	-18%	1%	-8%	6%	i	22%	i

SMILES	MmCpn inh	GLP-1R inv ag	TDP43 rescue	aSyn rescue	Abeta rescue	HEK293 tox	PTHR1 ag	FUS yeast rescue	pAkt inh
CCN1CCN(C(c2ccccc2)c2nnnn2Cc2ccc3c(c2)OCO3)CC1 (stereo not drawn)	0%	13%	19%	7%	7%	0%	-21%	-16%	i
Cn1c(=O)n(C)c2cc(N3CCOCC3)c(NC(=O)c3ccc(Cl)cc3)cc21	.	9%	-16%	.	9%	-8%	?	0%	.
Cc1ccc(S(=O)(=O)NNC(=S)Nc2cccc(F)c2)cc1	0%	-16%	13%	0%	3%	-4%	-8%	-1%	i
COC(=O)CC(NS(=O)(=O)c1cccs1)c1cccc2ccccc12 (stereo not drawn)	-2%	?	17%	12%	24%	-17%	-13%	8%	i
Cc1ccccc1C(=O)NC1CCN(CC(=O)Nc2ccc(Br)cc2)CC1	1%	?	-6%	5%	-20%	-8%	i	-5%	i
O=C(O)C1C=CCC(C(=O)O)C1 (stereo not drawn)	.	5%	18%	1%	5%	2%	i	-22%	i
O=C(CCCC(=O)c1ccccc1)NCCc1ccccc1	-2%	-8%	4%	0%	-36%[inhibitor]	3%	-2%	6%	i
CCC(C(=O)OCC(=O)N1CCN(c2ccc(OC)cc2)CC1)c1ccccc1 (stereo not drawn)	3%	?	?	9%	-13%	4%	-35%	4%	i

SMILES	MmCpn inh	GLP-1R inv ag	TDP43 rescue	aSyn rescue	Abeta rescue	HEK293 tox	PTHR1 ag	FUS yeast rescue	pAkt inh
COc1ccc(-c2noc(CCC(=O)N3CCN(c4cccc(C)c4C)CC3)n2)cc1	-2%	?	?	14%	11%	-2%	i	30%	i
O=C(O)CCC(=O)Nc1nc(-c2ccccc2)cs1	1%	3%	-2%	-1%	1%	0%	i	-14%	i
COCCNC(=S)N(C)C1(c2ccccc2Cl)CCCCC1=O (stereo not drawn)	0%	-8%	-5%[0.397 µM]	3%	3%	0%	-11%	12%	i
COc1cc(/C=C/C(=O)OCC(=O)c2ccc[nH]2)ccc1O	.	67%[activator]	6%	-12%	-9%	-5%	i	-12%	i
NC(=O)c1nnn(-c2cccc(C(F)(F)F)c2)c1-c1ccccc1	0%	-17%	7%	-1%	2%	-7%	-2%	-3%	i
C=CCOc1nc2c(c(=O)n(C)c(=O)n2C)n1Cc1ccc(Cl)cc1	1%	25%	?	0%	1%	-6%	-53%[inhibitor]	.	i
CC1(NC(=S)NCCO)CCS(=O)(=O)C1 (stereo not drawn)	-2%	3%	6%	-7%	-12%	-5%	i	-19%	i
CN(C)CCSc1nc(N)c2c3c(sc2n1)CN(C)CC3	0%	3%	-11%	-2%	-23%	75%[activator]	?	45%	i

SMILES	MmCpn inh	GLP-1R inv ag	TDP43 rescue	aSyn rescue	Abeta rescue	HEK293 tox	PTHR1 ag	FUS yeast rescue	pAkt inh
O=C(Nc1ccccc1)Nc1cccc(Cl)c1	0%	?	-29%	-4%	-12%	-34%	i	17%	i
CCOc1ccc(OCC)c(NC(=O)c2cc3ccccn3n2)c1	.	10%	22%	.	1%	12%	-19%	7%	.
Fc1ccc(Nc2ncnc3c2nc2n3CCCC2)cc1	.	9%	?	.	-9%	0%	-67%[inhibitor]	13%	.
CNc1cc([N+](=O)[O-])ccc1N/C=C/C(=O)c1cccs1	-2%	-22%	-4%	13%	-27%	?	-59%[inhibitor]	9%	i
O=C(COC(=O)C1CC(O)CN1S(=O)(=O)c1ccc(Cl)cc1)c1ccccc1Cl (stereo not drawn)	1%	7%	12%	8%	7%	-13%	-48%[inhibitor]	.	i
COc1ccc(NC(=O)c2cc3ccccc3oc2=O)cc1	.	-7%	2%	-7%	-9%	-4%	-38%	-47%	i
CN(Cc1nc(-c2cnccn2)no1)C1CC(C)(C)NC(C)(C)C1	-1%	1%	-27%	-1%	-12%	6%	10%	-7%	i
O=C(CN(C(=O)CNS(=O)(=O)c1ccccc1)c1ccc2c(c1)OCCO2)NCc1ccco1	1%	0%	21%	-2%	21%	-6%	-14%[57.5 µM]	-15%	i

SMILES	MmCpn inh	GLP-1R inv ag	TDP43 rescue	aSyn rescue	Abeta rescue	HEK293 tox	PTHR1 ag	FUS yeast rescue	pAkt inh
O=C(O)c1c(NC(=O)N2CCOCC2)sc2c1CCCC2	-3%	4%	-13%	-41%[inhibitor]	5%	-12%	-5%	12%	i
CC(C)C(Nc1ccc(S(=O)(=O)N2CCOCC2)cc1[N+](=O)[O-])C(=O)O (stereo not drawn)	0%	-10%	-9%	-8%	-16%	-9%	4%	5%	i
Cc1cccc(N(C)C(=O)CN(C)S(=O)(=O)c2ccc3[nH]c4c(c3c2)CCCC4)c1	.	?	27%	.	3%	-14%	-2%	32µM*	.
O=C(Cn1cncc1-c1ccc([N+](=O)[O-])cc1)Nc1ccccc1F	-1%	41%	-16%	-1%	-1%	12%[1.53 µM]	i	27%	i
Cc1ccc(N(CC(O)CN2C(=O)NC(C)(C)C2=O)S(=O)(=O)c2ccc(C)cc2)cc1 (stereo not drawn)	-11%	-2%	-13%	0%	8%	0%	9%	12%	i
CCc1nnc(NC(=O)CSc2nnc(C3CCCCC3)n2-c2ccccc2)s1	1%	?	13%	5%	18%	-21%	-3%[57.5 µM]	30%	i
O=C(Nc1ccccc1)c1sc2cc(C(F)(F)F)cnc2c1-c1cccs1	-30%	3%	?	-8%	-11%	90%[activator]	-12%	-5%	i
CCn1ccnc1CN(C)Cc1cn(-c2ccc(C)cc2)nc1-c1cccc(C)c1	1%	?	-20%	0%	-3%	?	i	24%	i

SMILES	MmCpn inh	GLP-1R inv ag	TDP43 rescue	aSyn rescue	Abeta rescue	HEK293 tox	PTHR1 ag	FUS yeast rescue	pAkt inh
O=C(CN1C(=O)c2ccccc2C1=O)Nc1sc2c(c1C(=O)NCc1ccco1)CCCC2	-4%	-10%	-6%	-6%	13%	10%	i	39%	i
Cc1nc2ncnn2c(C)c1CCC(=O)NCc1ccc2c(c1)OCO2	1%	47%[activator]	22%	1%	20%	-3%	-24%	-2%	i
Fc1cccc(COc2ccccc2CNc2ccccc2)c1	1%	?	22%	-9%	3%	18%	i	-2%	i
O=C(Cn1ccn(-c2cccc(Cl)c2)c(=O)c1=O)c1ccc(F)cc1	.	1%	?	.	-1%	4%	-21%	13%	.
COC(=O)/C=c1\sc2n(c1=O)C(C)=CC(C)(C)N=2	-1%	0%	?	16%	-6%	15%	i	21%	i

Screening data: PubChem BioAssay, National Center for Advancing Translational Sciences (NCATS)
